pAkt inh: inhibitors of Akt phosphorylation; hit rate 0.32% among 360,000; activity change, % for hits at 50 µM; Neuro2A IGF-stimulated pAkt S473 HTRF, 20 min; stronger effect = lower value; in the data active = activity change below about -80%; inconclusive = mostly about -51% to -80%; note: % is set by controls: 0 for no effect and ±100 for the full control effect
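Neuro2A cells in DMEM with 0.5% FBS, overnight at 37 deg C, given compound at single 50 µM final, then IGF (6 nM final) for 20 min at 37 deg C. Lysed; phospho-Akt Ser473 by HTRF after 24 h, 665/615 ratio.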
Nrf2 inh: blocks Nrf2 signaling. A549 ARE-Fluc reporter, luciferase luminescence, 18-24 h. hit rate 2.1% among 360,000. Potency, µM (highest dose often 46 µM), for inactives: at the top dose activity change, negative = inhibition, actives largely listed as inhibitors; note: potency is the fitted concentration of half-maximal effect; % is set by controls: 0 for no effect and ±100 for the full control effect; nearly all actives have a fitted effect of over 60% in size
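In this cell-based qHTS, ARE-driven firefly luciferase in A549 cells reports Nrf2 activity; the luminescent signal after BugLite lysis is the measured value, with a prior CellTiter-Fluor read for cell health.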
HepG2 tox: counter-screen for TGF-b inhibitors: cytotoxicity in HepG2 cells; hit rate 0.76% among 410,000; HepG2 CAGA-GFP viability, ATP luminescence, 18 h; Potency, µM (top dose mostly 46.1 µM), without a hit: at the highest dose activity change, negative = cytotoxicity, most hits filed as cytotoxic; note: potency is the fitted concentration of half-maximal effect; some results filed as inactive show a strong effect at the top dose
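HepG2 CAGA-GFP cells (1000/well, DMEM with 1% FBS) received compound, then TGF-beta at 500 pg/mL final, and were incubated 18 hours at 37 degrees C. Viability was read by CellTiter-Glo luminescence. Media-only wells were set as complete cell-killing and DMSO as no toxicity.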
Abeta rescue: restores growth of yeast expressing A-beta42 peptide. Potency, µM (top dose mostly 46.1 µM), without a hit: at the top dose growth rescue, hits mostly activators. yeast expressing A-beta42, growth rescue, OD600, 48 h; response scale: 0% DMSO, 100% iron-clioquinol control. hit rate 0.063% among 410,000; note: potency is the fitted concentration of half-maximal effect; nearly all actives have a fitted effect of over 55% in size
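Yeast A-beta toxicity model in growth medium with pinned compounds, 48 h at 30 C; growth read as absorbance at 600 nm. Normalized to FeCl3/clioquinol equimolar mix (positive) and DMSO (negative).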
TGFb SMAD3 inh: blocks TGF-b signaling; HepG2 CAGA-GFP TGF-b/SMAD3 reporter, GFP fluorescence, 18 h; TGF-beta stimulated, 500 pg/mL final; hit rate 1.2% among 410,000; Potency, µM (highest dose often 46.1 µM), without a hit: at the highest dose activity, negative = inhibition, most hits filed as inhibitors; note: potency is the fitted concentration of half-maximal effect; % is set by controls: 0 for no effect and ±100 for the full control effect; nearly all actives have a fitted effect of over 65% in size
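Cell-based qHTS in HEPG2 carrying a CAGA-GFP Smad reporter; compounds added before 500 pg/mL final TGF-beta, 18 h incubation at 37 degrees C, GFP fluorescence quantified per cell by imaging cytometry.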
A549 viability: A549 cytotoxicity, counter-screen for Nrf2 inhibitors | A549 ARE-Fluc cells, CellTiter-Fluor viability, 18-24 h | Potency, µM (series often up to 46 µM), for inactives: top-dose activity change, negative = cytotoxicity, hits mostly inhibitors | hit rate 0.16% among 390,000 | AID 504648; note: potency is the fitted concentration of half-maximal effect; % is set by controls: 0 for no effect and ±100 for the full control effect
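A549 ARE-Fluc cells in 5% FBS OPTI-MEM, 5000 cells/well, rested 2 h then exposed to compounds in concentration-response for 18-24 h at 37 °C. Viability by CellTiter-Fluor fluorescence (Ex 405/Em 525) after 30 min; luciferase luminescence (BugLite, 15 min, RT) read afterwards.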
Nrf2 ARE act: Nrf2 pathway activation | Potency, µM (doses to about 46.1 µM), for the others: top-dose activation, usual class: activators | hit rate 0.31% among 410,000 | AID 624171 | AREc32 ARE-luciferase reporter (MCF7-derived line), luminescence, 24 h; note: potency is the fitted concentration of half-maximal effect; % of control where 0% means no effect; nearly all actives have a fitted effect of over 65% in size
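AREc32_Fluc, 1000 cells/well, OPTI-MEM + 5% FBS, o/n 37 deg C 5% CO2; 23 nL cpd by pin tool, 24 hr; Steady-Glo 30 min RT, luminescence.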
Mm-Cpn inhibitor: blocks the Methanococcus maripaludis chaperonin Mm-Cpn; Potency, µM (doses to about 76.9 µM), inactives show at the top dose activity, negative = inhibition, actives largely listed as inhibitors; AID 504842; hit rate 0.031% among 330,000; purified Mm-Cpn ATPase, ADP Transcreener TR-FRET; note: potency is the fitted concentration of half-maximal effect; % is set by controls: 0 for no effect and ±100 for the full control effect; nearly all actives have a fitted effect of over 80% in size
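Measured: ADP formation by purified Mm-CPN. Conditions: 25 nM protein, 10 uM ATP, Tris pH 7.4 with Mg2+, K+ and DTT, 37°C for 30 min. Detection: Transcreener HTRF after 30 min at room temperature.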
CCT modulator: modulators of cytosolic chaperonin (CCT/TRiC) activity. activity change, % (concentration not given with the values), hits read low. AID 651819. hit rate 0.3% among 360,000. purified chaperonin ATPase assay, HTRF ADP detection, 30 min; in the data active = activity change below about -30%; note: % is set by controls: 0 for no effect and ±100 for the full control effect
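TRiC at 40 or 20 nM final (batch-dependent) in 30 mM Tris pH 7.4, 100 mM KCl, 5 mM MgCl2, 1 mM DTT, with compound at single 76 uM and 10 uM ATP, 30 min at 37 deg C. ADP detected by HTRF Transcreener, 665/615 ratio.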
An asterisk follows results filed as active; i = inactive; u = inconclusive; x = not tested or not shown; & = joins results of further samples; [ ] = another dose, or the depositor's remark. Unless noted, calls come from the whole dose curve; as a rule, active = well fitted curve in the direction sought with a large enough effect; inconclusive = small, poorly fitted or top-dose-only effect, or another doubt; inactive = no such curve, though single readings can be large; an effect the other way counts as inactive or inconclusive.

The opening three entries, ahead of the listing:
SMILES	pAkt inh	Nrf2 inh	HepG2 tox	Abeta rescue	TGFb SMAD3 inh	A549 viability	Nrf2 ARE act	Mm-Cpn inhibitor	CCT modulator
Cn1c(C(=O)NCCN2CCN(Cc3ccccc3)CC2)cc2c(=O)n(C)c3ccccc3c21	i	-8%	-9%	-12%	-1%	-8%	-0.9%	u	2.0
COc1cc(N(C)C)c([N+](=O)[O-])cc1C(=O)NC(C)CNc1ccc([N+](=O)[O-])cc1Cl (stereo unspecified)	i	u	32%	-16%	-24%	-20%	0.1%	-1%	2.7
Cc1cccc(NC(=O)CNC(=O)c2ccc3c(c2)OCO3)n1	i	9%	-9%	6%	0%	0%	-0.7%	0%	-1.9

Main list, previewed entries included:
SMILES	pAkt inh	Nrf2 inh	HepG2 tox	Abeta rescue	TGFb SMAD3 inh	A549 viability	Nrf2 ARE act	Mm-Cpn inhibitor	CCT modulator
Cn1c(C(=O)NCCN2CCN(Cc3ccccc3)CC2)cc2c(=O)n(C)c3ccccc3c21	i	-8%	-9%	-12%	-1%	-8%	-0.9%	u	2.0
COc1cc(N(C)C)c([N+](=O)[O-])cc1C(=O)NC(C)CNc1ccc([N+](=O)[O-])cc1Cl (stereo unspecified)	i	u	32%	-16%	-24%	-20%	0.1%	-1%	2.7
Cc1cccc(NC(=O)CNC(=O)c2ccc3c(c2)OCO3)n1	i	9%	-9%	6%	0%	0%	-0.7%	0%	-1.9
Cc1cc(C)cc(CC(=O)N2CCC2(C)C(=O)NS(=O)(=O)c2ccc(C(C)(C)C)cc2)c1 (stereo unspecified)	i	x	-9%	-22%	1%	x	-0.7%	x	-1.0
CNC(=O)c1ccccc1NC(=O)c1ccc(C)c(S(=O)(=O)N2CCCCC2)c1	-112%*	-28%	2%	0%	0%	0%	-0.4%	2%	1.4
COc1ccc(-c2csc(C(C)(O)c3ccc(F)c(F)c3)n2)cn1 (stereo unspecified)	i	x	-21%	13%	-23%	x	1.1%	x	-4.3
CCCCOc1cccc(C(=O)N2CCN(CCc3ccncc3)CC2)c1	x	16%	-15%	-18%	13%	0%	4.8%	x	x
COc1cc(NC(=O)CSc2nc(=O)n(CCCN3CCOCC3)c3c2CCC3)cc(OC)c1	i	8%	-19%	-2%	1%	-1%	-0.5%	0%	-1.8
CCN(CC)c1ccc(NC(=O)Cn2nnc(-c3cccc(OC)c3OC)n2)c(C)c1	i	-39%	-3%	17%	-2%	-5%	-0.3%	-1%	1.0
CC1CC(NC(=O)Cc2ccc(Br)cc2)CC(C)(C)C1 (stereo unspecified)	i	-17%	-15%	8%	u	0%	-0.1%	-3%	0.9

Sorted by count of non-hydrogen atoms (ascending): three of the compounds above.
SMILES	pAkt inh	Nrf2 inh	HepG2 tox	Abeta rescue	TGFb SMAD3 inh	A549 viability	Nrf2 ARE act	Mm-Cpn inhibitor	CCT modulator
CC1CC(NC(=O)Cc2ccc(Br)cc2)CC(C)(C)C1 (stereo unspecified)	i	-17%	-15%	8%	u	0%	-0.1%	-3%	0.9
Cc1cccc(NC(=O)CNC(=O)c2ccc3c(c2)OCO3)n1	i	9%	-9%	6%	0%	0%	-0.7%	0%	-1.9
Cc1cc(C)cc(CC(=O)N2CCC2(C)C(=O)NS(=O)(=O)c2ccc(C(C)(C)C)cc2)c1 (stereo unspecified)	i	x	-9%	-22%	1%	x	-0.7%	x	-1.0

The listing continues:
SMILES	pAkt inh	Nrf2 inh	HepG2 tox	Abeta rescue	TGFb SMAD3 inh	A549 viability	Nrf2 ARE act	Mm-Cpn inhibitor	CCT modulator
CCOCN(C(=O)Cn1cnc2cc(C)c(C)cc21)c1c(C)cccc1CC	x	2%	-20%	10%	-29%	-11%	1.3%	x	x
C[C@H](CO)N1C[C@H](C)[C@H](CN(C)Cc2ccncc2)Oc2ncc(Br)cc2C1=O	i	x	0%	7%	29%	x	-0.5%	x	1.4
Cc1cccc(C)c1NC(=O)CN1CCCC1	i	-14%	-1%	5%	12%	3%	-0.9%	x	-0.5
O=c1[nH]c2cc3c(cc2cc1CN(CCCO)Cc1nnnn1Cc1ccc(F)cc1)OCO3	i	x	-17%	18%	-11%	u	-0.3%	-1%	-0.3
O=C1CCCN1CCCNc1nc(NCc2ccccc2)nc2ccsc12	i	x	-37%	6%	3.2µM*	x	1.0%	x	1.0
CCc1ccc(C(=O)N2CCC(c3nc(-c4ccc(S(=O)(=O)N5CCCC5)cc4)no3)CC2)cc1	x	12µM*	-9%	-3%	u	-19%	-1.2%	x	x
CC(=O)Nc1ccc2nc(-c3ccc(Br)o3)[nH]c2c1	i	u	-4%	-16%	-4%	3%	3.1%	2%	0.5
COc1ccc(NC(=O)CC2C(=O)N(Cc3ccccc3)C(=S)N2CCN2CCOCC2)cc1 (stereo unspecified)	i	-20%	-11%	24%	-7%	-11%	3.5%	-1%	-6.1
COc1ccc(N2CCN(CC(O)COc3ccccc3C(C)(C)C)CC2)cc1 (stereo unspecified)	x	u	-42%	13%	u	-10%	5.0%	x	x
COc1ccc(CC2(CO)CCN(Cc3ccc4nsnc4c3)CC2)cc1	i	0%	-28%	3%	-28%	1%	4.2%	-21%	-0.1
COc1ccc(C2=NN(CC(=O)Nc3ccccc3C)C(=O)CC2)cc1	i	-19%	-7%	-2%	1%	2%	2.8%	0%	0.3
CC1CN(c2ccc(C(=O)c3ccccc3C(=O)O)cc2[N+](=O)[O-])CC(C)O1 (stereo unspecified)	i	u	-9%	4%	-19%	-16%	4.2%	0%	-1.7
CC(C)(C)OC(=O)NCCCCCNC(=O)c1ncn(Cc2ccccc2)c1C(=O)NCCCCCNC(=O)OC(C)(C)C	i	u	-2%	7%	u	-2%	1.1%	4%	0.7
CC(C)CNC(=S)N1CCN(C(c2ccccc2)c2ccccc2)CC1	i	-2%	10%	17%	2%	-1%	-0.7%	3%	1.2
CCCNC(=O)CNC(=S)N(Cc1cc(OC)c(OC)c(OC)c1)C1CCCC1	i	-10%	13%	4%	6%	-10%	-0.7%	2%	-3.2
Cc1cccc(CNC(=O)CN2CC(C)Sc3ccccc32)c1 (stereo unspecified)	x	x	-33%	8%	-4%	5%	0.4%	x	x
Cc1c(C(=O)N2CCN(S(C)(=O)=O)CC2)oc2ccccc12	i	16%	-84%	0%	u	1%	0.2%	0%	-1.5
CN(C)C(=O)c1ccc(NC(=O)CSc2nnc(-c3cccs3)n2N)cc1	i	-6%	-8%	-15%	-14%	-7%	-0.5%	-3%	-2.2
OCCN1CCN(c2ncnc3c2ncn3[C@H]2CN(Cc3cccnc3)C[C@@H](CO)O2)CC1	i	x	2%	-14%	-10%	x	0.5%	x	-0.6
CCc1ccc(NC(=O)Cn2c(=O)n(CCc3ccccc3)c(=O)c3sc4ccccc4c32)cc1	x	7%	-10%	-6%	-13%	0%	-0.4%	x	x
COc1cccc(CNC(=O)Cn2c(=O)n3nc(-c4cccc(C)c4)nc3c3ccccc32)c1	x	x	-12%	-8%	-7%	3%	8.2%	x	x
CC(C)c1ccc(N2C(=O)C3C4C=CC(CC4)C3C2=O)cc1 (stereo unspecified)	i	-2%	9%	-4%	7%	-1%	2.9%	-1%	-0.3
CC1(C)CC(=O)C=C(c2ccc(OC(F)(F)F)cc2)C1	i	5%	-3%	-17%	4%	3%	1.7%	-8%	0.4
O=C(Nc1cccc(-c2ccc(F)cc2)c1)C1CCCN(C(=O)c2cscn2)C1 (stereo unspecified)	i	-28%	-25%	1%	-27%	-10%	6.3%	-9%	0.9
C#CCSc1nc(C)cc(C(=O)OCC)c1C#N	i	18%	20%	-33%[inhibitor]	5%	17%	4.3%	0%	0.9
Cc1ccc(C(=O)N2CCC(C(N)=O)CC2)cc1NC(=O)c1nsc2ccccc12	x	x	-3%	-17%	0%	7%	3.9%	x	x
Clc1ccc2c(SCC3CO3)c3ccccc3nc2c1 (stereo unspecified)	i	-18%	-49%	-41%[inhibitor]	7.9µM*	-3%	16%	x	-0.5
Cn1cccc1/C=N/NC(=O)Cn1cnc2ccccc21	i	x	4%	8%	-4%	2%	1.8%	-3%	-0.6
Cc1ccccc1C(=O)Nc1cccc(-c2nnc(SCC(=O)O)n2C)c1	i	x	21%	-4%[9.22 µM]	26%	-13%	-0.2%	0%	-3.7
COC(=O)c1ccc(CSc2nnnn2-c2ccccc2)o1	i	-8%	-2%	-15%	-1%	-8%	13%	-5%	-1.9
CCOC(=O)C(Cc1ccc(O)cc1)NC(=O)CNC(=O)C(CC(C)C)NC(=O)OC(C)(C)C (stereo unspecified)	i	9%	0%	3%	-4%	-4%	-0.5%	1%	-0.7
Fc1ccc(CCNc2ncnc3nc[nH]c23)cc1	x	u	-20%&-2%	x	33%&3%	3%&0%	x	x	x
CCOC(=O)c1cn(C2CC2)c2c(F)c(F)c(F)cc2c1=O	i	u	-8%	-14%	-2%	0%	-0.2%	3%	1.5
Cc1cc(N2CCN(c3ccc([N+](=O)[O-])c4cccnc34)CC2)c2ccccc2n1	i	5%	3.2µM*	-12%	u	-2%	-0.2%	0%	0.2
Nc1ncc2[nH]c(N)nc2n1	i	21%	-5%	3%	-1%	-3%	0.2%	x	-0.8
O=C(/C=C/c1ccccc1Cl)NNC(=O)c1ccncc1	i	u	-39%	9%	-24%	-5%	21%	0%	0.3
Cc1ccccc1CNC(=O)Cn1nc(C)c2nn(-c3ccc(Cl)cc3)c(C)c2c1=O	x	x	0%	-9%	-25%	-11%	-0.7%	x	x
CCc1ccc(NCc2cc3cc(OC)c(OC)cc3n(CC(=O)Nc3ccc(F)cc3)c2=O)cc1	x	-5%	-23%	-30%[inhibitor]	-12%	-1%	9.1%	x	x
